Growth percent in the NCI-60 one-dose screen (48 h, 10 µM unless noted): 100 = growth as untreated, 0 = no growth, -100 = all killed.
PC-3 – PC-3 prostate cancer cells; 3.9% of 80,000 active
U251 – U251 CNS tumor cells. AID 1794753. 5.4% of 80,000 active
SF-295 – SF-295 CNS cancer cells; 5.6% of 79,000 active; AID 1794758
SN12C – SN12C renal cancer cells. 3.8% of 81,000 active. AID 1794767
UO-31 – UO-31 renal cancer; 5.2% of 81,000 active
786-0 – 786-0 renal cancer cells; 5.1% of 81,000 active; AID 1794775
SF-268 – SF-268 CNS cancer cells | 3.1% of 82,000 active
SF-539 – SF-539 CNS cancer. 6.8% of 81,000 active
DU-145 – DU-145 prostate cancer | 4.2% of 81,000 active
* = called active by the depositor; x = no result given. Rule for the calls: active = growth percent below 10; inactive = the rest.

SMILES	PC-3	U251	SF-295	SN12C	UO-31	786-0	SF-268	SF-539	DU-145
COc1ccc(-c2nc3cc(-c4nnc(C)o4)ccc3n2C2CCCCC2)cc1	94.0	95.1	102.3	102.5	84.4	89.7	104.6	109.3	101.2
Cc1ccc(C(=O)CCC(=O)O)cc1	97.2	103.5	104.5	104.9	92.9	101.0	103.2	94.3	101.2
S=c1nc[nH][nH]1	90.1	104.6	112.5	96.9	93.3	106.1	116.5	112.1	119.7
CC1(C)N=c2cc3c(cc2N1c1ccc(Cl)cc1)=Nc1ccccc1N3c1ccc(Cl)cc1	7.5*	39.3	31.7	75.7	-37.1*	11.8	49.6	79.7	x
COc1ccccc1C1CC(c2ccccc2)=NN1C(=O)c1ccc(S(N)(=O)=O)cc1 (stereo unspecified)	89.5	104.4	101.8	97.3	76.1	105.4	100.0	95.2	106.4
Cn1cnc([N+](=O)[O-])c1Cl	94.9	112.6	107.9	102.3	92.8	117.2	108.0	106.6	111.2
CC(=O)c1cccc(N)c1	99.7	95.5	101.7	90.8	92.1	97.3	100.8	97.1	118.1
Cc1cc(=O)n(C(=O)Nc2ccc(F)c(Cl)c2)c2cc(O)ccc12	95.6	93.4	103.7	106.4	70.0	96.7	95.9	98.2	108.7
N#C/C(C(=O)c1ccccc1)=C1/C(=O)Nc2ccc(Br)cc21	96.4	106.3	100.4	91.8	67.2	101.3	103.0	94.7	108.5
Cc1ccc(Oc2c(/C=N\N=c3/sc4ccccc4n3C)c(C)nn2-c2ccccc2)cc1	55.0	103.5	111.4	86.2	82.1	101.3	97.2	98.6	110.8
Nc1[nH]nc(Nc2ccccc2)c1S(=O)(=O)c1ccccc1	92.7	97.9	108.7	99.3	86.0	101.5	96.3	x	108.0
O=C(/C=C/c1cccc(F)c1)c1ccccc1	92.8	84.7	98.5	99.3	86.9	96.3	98.7	110.8	102.6
Cc1ccc(Nc2cc(Cl)nc(N)n2)c([N+](=O)[O-])c1	83.5	106.1	95.3	90.4	91.1	106.0	99.1	103.3	105.7
COc1ccc(/C=C2\Oc3cc(OCC(=O)c4ccc(C)cc4)ccc3C2=O)cc1OC	97.1	71.5	112.8	99.1	50.2	103.7	101.7	102.6	107.6
N#CCc1nnc(CCC(=O)c2nc3ccccc3[nH]2)o1	87.2	96.4	93.8	94.3	78.3	101.7	101.5	100.8	109.5
CCN(CC)CCNc1ccc(C)c2sc3cc(C)ccc3c(=O)c12	41.0	45.5	72.9	53.8	41.0	42.9	59.1	76.3	67.0
Nc1c(C(=O)Nc2cccc3ccccc23)sc2nc3c(cc12)CCCCC3	34.1	16.8	21.1	43.4	51.9	30.5	46.3	-1.2*	18.4
CCOc1ccc2nc(NC(=O)CSC(=S)N3CCN(C)CC3)sc2c1	80.8	100.2	x	99.5	81.4	102.1	94.6	94.4	116.8
COc1ccc(/C=c2\sc(=C(C#N)C#N)[nH]c2=O)cc1	103.5	105.3	111.6	108.5	85.5	110.3	102.8	97.2	117.1
CCCCN(CC(O)c1cc2c(c3ccccc13)CCCC2)c1ccc(OC)cc1 (stereo unspecified)	74.2	77.6	84.6	82.9	63.4	84.8	86.6	74.4	98.8
CCN(CC)CCCOc1ccc2c(c1)O/C(=C\c1cccc(OC)c1)C2=O	94.6	76.7	93.4	87.1	73.8	93.8	86.1	86.7	86.8
CCCCCCNC(=O)Oc1ccc(/C(=C(/C)c2ccccc2)c2ccc(OCCN(C)C)cc2)cc1	70.6	54.7	90.0	63.6	53.9	57.4	69.1	46.9	83.2
O=c1c2ccccc2nc(COc2ccccc2)n1/N=C/c1ccc(N2CCOCC2)cc1	75.6	51.5	69.8	68.0	69.3	45.5	26.4	34.1	77.5
CCOC(=O)OC(C)C(=O)OCC (stereo unspecified)	95.8	93.2	98.9	92.2	89.3	100.8	101.9	104.4	106.1
CCOC(=O)c1ccc(NC(=S)NC(=O)c2ccc(NC(=O)C(C)C)cc2OC)cc1	18.0	63.4	36.8	73.8	51.7	85.2	68.1	79.6	78.2
Cn1c(C#N)ccc1-c1ccc(N2C(=O)NC(C)(C)C2=O)cc1	98.8	101.6	94.2	105.7	92.6	98.3	103.4	95.9	113.2
Nc1ccc(S(=O)(=O)Nc2cnccn2)cc1	91.5	99.4	89.9	93.8	91.9	98.9	95.7	94.7	104.2
O=C1NC(=S)NC(=O)C1CC(=O)n1c(-c2ccccc2)nc2ccccc21	97.7	x	96.3	95.8	73.5	103.8	93.8	94.1	113.0
Cc1ccc(S(=O)(=O)Nc2nnc(-c3ccc(Cl)cc3)s2)cc1	103.1	103.8	104.5	99.5	77.0	103.9	96.7	94.8	104.8
O=C1N(Cc2ccc(Cl)cc2)c2ccccc2S(=O)(=O)N1c1cccnc1Cl	107.7	109.1	106.7	103.9	101.5	99.6	108.1	109.3	107.8

11 successive compounds already listed:
SMILES	PC-3	U251	SF-295	SN12C	UO-31	786-0	SF-268	SF-539	DU-145
O=C(/C=C/c1cccc(F)c1)c1ccccc1	92.8	84.7	98.5	99.3	86.9	96.3	98.7	110.8	102.6
Cc1ccc(Nc2cc(Cl)nc(N)n2)c([N+](=O)[O-])c1	83.5	106.1	95.3	90.4	91.1	106.0	99.1	103.3	105.7
COc1ccc(/C=C2\Oc3cc(OCC(=O)c4ccc(C)cc4)ccc3C2=O)cc1OC	97.1	71.5	112.8	99.1	50.2	103.7	101.7	102.6	107.6
N#CCc1nnc(CCC(=O)c2nc3ccccc3[nH]2)o1	87.2	96.4	93.8	94.3	78.3	101.7	101.5	100.8	109.5
CCN(CC)CCNc1ccc(C)c2sc3cc(C)ccc3c(=O)c12	41.0	45.5	72.9	53.8	41.0	42.9	59.1	76.3	67.0
Nc1c(C(=O)Nc2cccc3ccccc23)sc2nc3c(cc12)CCCCC3	34.1	16.8	21.1	43.4	51.9	30.5	46.3	-1.2*	18.4
CCOc1ccc2nc(NC(=O)CSC(=S)N3CCN(C)CC3)sc2c1	80.8	100.2	x	99.5	81.4	102.1	94.6	94.4	116.8
COc1ccc(/C=c2\sc(=C(C#N)C#N)[nH]c2=O)cc1	103.5	105.3	111.6	108.5	85.5	110.3	102.8	97.2	117.1
CCCCN(CC(O)c1cc2c(c3ccccc13)CCCC2)c1ccc(OC)cc1 (stereo unspecified)	74.2	77.6	84.6	82.9	63.4	84.8	86.6	74.4	98.8
CCN(CC)CCCOc1ccc2c(c1)O/C(=C\c1cccc(OC)c1)C2=O	94.6	76.7	93.4	87.1	73.8	93.8	86.1	86.7	86.8
CCCCCCNC(=O)Oc1ccc(/C(=C(/C)c2ccccc2)c2ccc(OCCN(C)C)cc2)cc1	70.6	54.7	90.0	63.6	53.9	57.4	69.1	46.9	83.2

Going on with the list.
SMILES	PC-3	U251	SF-295	SN12C	UO-31	786-0	SF-268	SF-539	DU-145
CC(C)(C)c1ccc(C(=O)C[n+]2cccc(Br)c2)cc1	90.6	107.2	98.6	x	91.0	103.4	107.2	89.0	106.6
CC1CCCCC1(C)O (stereo unspecified)	97.8	100.5	110.0	99.0	92.0	108.0	102.9	98.2	113.7
O=C(Cn1cc(CSc2nc3ccccc3o2)nn1)Nc1ccc(F)c(Cl)c1	103.9	102.6	104.9	104.3	80.6	104.5	96.4	106.4	106.9
N=C(N)c1ccc(-c2ccc(-c3ccc(F)cc3)s2)nc1	65.3	22.3	79.5	75.3	74.1	88.7	87.6	79.6	81.5
O=C1/C(=C/c2ccc(OCCCOc3ccc(Cl)cc3)cc2)N=C2SCCCN12	45.5	69.6	66.7	x	70.9	82.1	100.0	97.0	94.5
Cn1c(SCC(=O)c2cccs2)nc2ccccc2c1=O	90.3	97.5	106.8	91.8	84.5	98.6	92.7	94.6	105.0
CC(=O)NCCc1nc2ccccc2n1Cc1ccc(C(C)C)cc1	94.0	94.6	100.5	96.9	71.4	100.4	102.7	96.4	105.3
CNNCc1ccc(C(=O)NC(C)C)cc1	91.7	98.8	97.7	94.9	94.0	112.5	104.2	109.3	112.1
FC(F)(F)Oc1cccc(-c2cc(NCCCN3CCN(CCCNc4cc(-c5cccc(OC(F)(F)F)c5)nc5ccc(N6CCCC6)cc45)CC3)c3cc(N4CCCC4)ccc3n2)c1	91.6	96.1	114.2	99.0	77.5	99.4	96.3	104.4	88.9
COc1cccc(CNc2ccc(C)c(Cl)c2)c1OC	97.8	99.9	97.1	104.0	78.5	100.2	101.6	105.0	115.9
COc1ccc(-c2nnc(SCC(=O)Nc3ccc(C(=O)/C=C/c4ccccc4)cc3)n2-c2ccccc2)cc1	92.6	77.0	102.0	78.2	102.8	74.9	101.6	84.7	97.2
Cc1cnccc1N	97.9	99.6	109.6	106.3	93.6	102.4	104.8	100.4	110.3
C/C(=C\CCc1ccoc1)CC/C=C(\C)CCCN1CCSCC1	84.3	76.7	46.9	76.7	62.4	91.6	96.4	92.1	92.9
O=C(O)c1ccc(-n2cc(CNc3ccc(F)c(Cl)c3)c(-c3ccccc3)n2)cc1	90.4	83.2	74.2	93.3	86.2	100.8	102.1	84.5	73.8
CCCCCCCCCC1OCC(C)(CCC)CO1 (stereo unspecified)	91.0	91.6	103.9	96.3	82.5	103.7	103.8	99.9	111.8
CCCOc1cc2c(cc1OCC)[C@@H]1C[C@@H](O)[C@H](O)[C@H](O)[C@H]1NC2=O	97.1	98.5	102.3	112.5	88.9	101.0	97.6	99.2	109.7
Cc1ccc(NS(=O)(=O)c2ccccc2)c(NS(=O)(=O)c2ccccc2)c1	94.6	98.6	103.9	90.4	69.4	108.2	101.7	110.5	92.8
COc1ccc2[nH]cc(-c3nnc(N)nc3-c3cn(C)c4ncccc34)c2c1	89.0	89.9	94.5	96.0	70.6	85.5	96.7	88.2	104.2
O=C(NCCO)c1ccc(O)cc1O	97.6	99.7	105.8	109.7	93.2	106.1	103.5	104.6	114.0
C/C(=N\Nc1ncc(C#N)c(N)n1)c1ccc(C)cc1	83.5	103.3	92.1	97.4	87.7	99.1	80.4	101.2	93.4
CC(C)CNC(=O)/C=C\C(=O)O	101.5	100.6	114.6	117.7	98.4	104.7	106.1	115.4	102.0
C=C1CC[C@H]2[C@@](C)(CCC3OC(c4ccc(OCc5cn(CC6OC(OC(=O)c7ccccc7)C(OC(=O)c7ccccc7)C(OC(=O)c7ccccc7)C6OC(=O)c6ccccc6)nn5)cc4)OC[C@]32C)[C@@H]1/C=C/C1=CCOC1=O (stereo partly specified)	88.4	108.9	99.5	99.0	81.0	104.6	104.5	90.6	111.1
CCCn1c(=S)sc2c(Cl)nc(C)nc21	100.0	79.0	100.6	113.2	103.2	105.8	98.5	93.3	124.1
CN1CCN(Cc2ccc(C(=O)Nc3cccc(C#Cc4cccc5[nH]nc(N)c45)c3)cc2C(F)(F)F)CC1	-22.9*	-79.2*	-93.4*	-94.7*	-98.2*	-99.4*	-59.0*	-97.5*	-68.0*
Cc1sc2nc3nc(Nc4ccccc4)[nH]n3c(=O)c2c1C	97.4	x	98.0	103.6	69.9	102.2	106.4	106.1	110.2
O=C1/C(=C/c2ccc(OCc3cccc(Br)c3)cc2)Oc2cc(O)ccc21	117.9	112.4	105.3	110.0	96.2	103.2	111.9	101.4	110.7
CC1NC(=O)NC1=O (stereo unspecified)	100.2	97.4	97.2	101.7	83.6	94.2	99.8	94.7	101.2
CC1(C)CSC(=S)N1	102.6	94.7	97.9	98.8	87.3	102.2	114.4	100.4	117.1
O=C(N/N=C/c1ccc(O)cc1O)c1ccc(Nc2ccnc(C(F)(F)F)c2)cc1	50.2	24.6	47.8	38.5	46.1	33.7	41.1	27.6	53.5
CCCCCCNC(=O)Oc1ccc(/C(=C(/C)c2ccc(Cl)cc2)c2ccc(OCCN3CCCC3)cc2)cc1	37.5	29.6	-32.7*	50.4	18.1	-28.8*	61.9	-24.4*	69.2
O=C(C[n+]1ccc(-c2ccccn2)cc1)c1ccc(O)c(O)c1	102.3	113.9	107.0	104.5	93.1	104.7	105.8	106.5	109.1
CC(=O)Nc1cccc2c1-c1ccccc1C2=O	86.6	106.0	100.4	102.5	68.4	112.6	95.3	96.1	105.3
O=C(/C=C/c1ccccc1)N[C@@H](CO)Cc1c[nH]c2ccccc12	106.9	98.0	102.5	101.2	87.0	105.3	99.0	104.3	113.9
O=[N+]([O-])c1ccc(Nc2ccccc2N=Cc2c(O)ccc3ccccc23)c2nonc12	80.7	95.5	101.0	91.0	84.3	96.6	95.7	92.0	106.2
Cc1c(C(=O)NC(Cc2ccccc2)C(O)C(N)=O)[nH]c2ccccc2c1=O (stereo unspecified)	102.9	101.8	106.7	94.5	95.0	95.4	98.3	99.2	111.2
Cc1ccc(S(=O)(=O)Nc2ccc(Cl)cc2C(=O)O)cc1	106.7	98.3	107.3	106.4	94.2	107.1	107.6	101.0	112.8
O=C(Nc1cccc(Cn2c(=O)[nH]c3ccc(Oc4ncccn4)cc3c2=O)c1)c1cccc(F)c1	64.3	82.3	81.8	78.0	58.9	65.6	74.1	80.1	80.1
CCN1C(=O)/C(=C/C(=O)OC)S/C1=N\Nc1ccc([N+](=O)[O-])cc1[N+](=O)[O-]	96.1	96.2	97.6	94.9	89.4	98.8	103.7	101.3	98.8
CC(=O)[C@@H]1CC[C@]2(C(N)=O)CC[C@]3(C)[C@H](CC[C@@H]4[C@@]5(C)CCC(=O)C(C)(C)[C@@H]5CC[C@]43C)[C@@H]12	78.5	103.2	93.8	101.9	98.7	89.6	95.4	99.5	105.3
Cc1ccc(S(=O)(=O)OCCCc2cn(-c3ccccc3F)nn2)cc1	93.0	95.5	98.0	98.2	84.3	97.9	100.7	102.8	102.9
COC(=O)c1cnc2c(c1)Oc1ccccc1-c1cc(CN3CCCCC3)nn1-2	77.2	97.3	111.5	95.9	83.0	96.6	92.7	104.5	104.0
CCCCc1n(Cc2ccc3ccccc3n2)cc[n+]1Cc1ccc2ccccc2n1	16.2	11.6	25.2	4.6*	83.5	56.9	19.9	16.3	40.8
O=c1nc(Nc2cc(F)ccc2O)sc2ccccc12	87.3	89.4	93.0	98.7	69.3	100.4	84.9	106.8	103.7
